Bioassay records deposited in PubChem by several laboratories.
TcdB inh = blocks C. difficile toxin B glycohydrolase activity; P18177; TcdB glycohydrolase enzymatic assay, plate reader; inhibition, % at 9.99 µM; 0.24% of 350,000 active; AID 652162; in the data active means inhibition above about 10%
CCHF vOTU inh = CCHFV vOTU protease inhibition; AID 651958; 0.55% of 370,000 active; inhibition, % at 11.5 µM; Pep-AMC fluorescence; in the data active means inhibition above about 30%; further: 0% = vehicle wells with enzyme and 100% = no enzyme wells
BoNT-F LC inh = BoNT F light chain protease inhibition; 0.22% of 360,000 active; AID 588497; Multiplex microsphere protease cleavage assay, flow cytometry; inhibition, % at 10 µM; in the data active means inhibition above about 35%, passing the limit was not always enough; inconclusive means no clear call, values can overlap the other calls; further: plate controls were buffer without enzyme for full effect and enzyme alone for no effect
Anthrax LF inh2 = inhibitors of Bacillus anthracis lethal factor protease; P15917; multiplex microsphere protease cleavage assay, LF; inhibition, % at 10 µM; 0.12% of 360,000 active; AID 588501; further: plate controls were buffer without enzyme for full effect and enzyme alone for no effect
PrPC surface inh = reduces human prion protein on the cell surface. 0.43% of 370,000 active. cell surface PrPC, TR-FRET read-out. P04156. inhibition, % at 13.8 µM. AID 720596; in the data active means inhibition above about 24%; further: 0% = median of the test wells and 100% = reference compound wells
PfHsp40 yeast = compounds rescuing yeast from Plasmodium falciparum HSP40 toxicity; S. cerevisiae expressing PfHsp40, growth rescue, ATP luminescence; growth rescue, % at 12.5 µM; 0.68% of 340,000 active; in the data active means growth rescue above about 28%, passing the limit was not always enough; inconclusive means no clear call, values can overlap the other calls;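 further: yeast W303a lacking pdr1 and pdr3 grown in galactose medium; growth measured after three days at 30 °C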
BoNT A protease = blocks Botulinum neurotoxin A light chain protease; multiplex microsphere protease substrate cleavage, flow cytometry; inhibition, % at 10 µM; 0.17% of 360,000 active; AID 588499; further: plate controls were buffer without enzyme for full effect and enzyme alone for no effect
Y pestis TopoI = blocks Yersinia pestis topoisomerase I activity. Y. pestis Topo-I cleavage product accumulation, plate reader. activity, % at 10 µM. 0.064% of 360,000 active. AID 504884; in the data active means activity above about 50%, passing the limit was not always enough; inconclusive means no clear call, values can overlap the other calls; further: inactives centre near 2
FadD28 FP inh = inhibitors of Mycobacterium tuberculosis FadD28 bisubstrate binding; FadD28 bisubstrate probe binding, fluorescence polarization; inhibition, % at 12.5 µM; 0.22% of 360,000 active; AID 588549; in the data active means inhibition above about 8.5%, passing the limit was not always enough; inconclusive means no clear call, values can overlap the other calls
* marks the source's active call; other numbers are inactive results; u = inconclusive; x = no result given; & = joins results of further samples. Unless noted, no stated cut-off is given here; in the data, active means inhibition above about 30%; inconclusive means no clear call, values can overlap the other calls; inactive means below that.

SMILES	TcdB inh	CCHF vOTU inh	BoNT-F LC inh	Anthrax LF inh2	PrPC surface inh	PfHsp40 yeast	BoNT A protease	Y pestis TopoI	FadD28 FP inh
CCS(=O)(=O)Nc1cccc(C2=NN(S(=O)(=O)CC)C(c3cccs3)C2)c1 (stereo not given)	2.3	12	6	-1	-3	2.0	-1.4	-1	-4.5
O=[N+]([O-])c1ccc(C2Nc3cccc4cccc(c34)N2)cc1	x	0	-17	-2	-4	-0.9	-1.1	-37	-1.7
Clc1ccsc1-c1ccnc(-n2cccc2)n1	-2.5	13	-3	-3	5	0.0	-0.3	2	-1.6
CC(C)(C)Cc1nnc(NC(=O)Cc2cccs2)s1	-1.4	10	-4	-3	-12	-2.1	-0.7	-3	-3.3
COc1c(S(=O)(=O)N2CCN(c3ccc(F)cc3)CC2)ccc(Cl)c1Cl	x	4	-12	4	-3	0.8	0.0	-8	2.0
Cc1cc(NC(=O)COC(=O)CCNS(=O)(=O)c2cccc(C(F)(F)F)c2)no1	1.8	-6	-2	4	3	-0.4	-1.2	-9	-3.3
CCNC(=O)CSc1nnc(-c2ccccc2Br)n1-c1cccc(C(F)(F)F)c1	5.7	15	3	-1	-4	0.2	0.6	7	-3.9
CCOCCOC(NC(=O)c1ccccc1)(C(F)(F)F)C(F)(F)F	0.3	-8	-2	0	-3	-1.2	0.3	-9	-2.3
O=P(c1ccccc1)(c1ccccc1)c1ccccc1C(Br)Br	2.0	-7	-8	0	5	x	0.0	36	-2.0
CC1(C)C2CCC1(CS(=O)(=O)Nc1ccc(S(=O)(=O)N3CCCC3)cc1)C(=O)C2 (stereo not given)	x	-7	-5	0	-4	-0.7	1.6	4	-1.0
O=C(Cc1n[nH]c(=O)c2ccccc12)OCC(=O)c1ccc(F)c(F)c1	1.3	-8	-2	-3	9	-2.1	-1.4	-1	-1.2
CCOc1ccc(C(=O)NCC(=O)OCc2ccc(F)cc2Cl)cc1	0.5	0	5	-2	-7	1.3	0.5	0	-1.0
COc1ccc(NS(=O)(=O)c2ccc(N3CCCC3)c(NC(=S)Nc3ccc(SC(F)F)cc3)c2)cc1	1.1	12	-2	-2	5	0.7	-0.9	-4	-1.8
COc1ccc(OC)c(N/C(C)=C/C(=O)c2ccc(Br)cc2)c1	-2.1	15	-7	-5	-7	-0.8	-1.1	1	-1.1
CN(Cc1ccccc1)C(=O)c1ccc2c(c1)S(=O)(=O)N=C1CCCCCN12	1.3	-15	-19	-10	3	0.6	0.3	-6	-3.7
CN(C)C(=O)CN1CCN(Cc2nc(CC3CC3)no2)CC1	0.0	0	-7	5	2	-1.8	0.0	14	1.7
OCCOCCOc1ccccc1OCCOCCO	3.5	-12	-3	1	10	-0.6	-0.3	-2	-0.3
CCCc1cc(C(=O)NC2CCCC2)no1	-0.1	4	-1	-6	-5	-0.2	0.0	3	-0.8
COC(=O)c1c(NC(=O)c2c(-c3ccccc3Cl)noc2C)sc2c1CCC2	x	2	10	-5	-5	-0.6	0.5	4	-1.5
CC(=O)Oc1ccc(/C=N/NC(=O)CCSc2ccccc2)cc1	11*	6	-4	-2	1	0.4	-0.1	11	-4.6
N#Cc1c(NC(=O)c2ccc(Cn3cc(Br)cn3)o2)sc2c1CCCCCC2	x	0	12	0	6	-1.0	3.0	31	2.0
O=C(CSc1nnc(CNC(=O)c2ccco2)o1)c1ccccc1	x	6	u	2	-4	0.8	1.4	-2	-3.9
COc1ccc(NC(=O)c2ccc(C#CC(C)(C)O)cc2)cc1	x	-17	-7	-1	9	-0.4	0.1	-1	-0.2
Cn1cc(-c2nnnn2-c2ccc(Cl)cc2)c(C(F)(F)F)n1	x	-6	1	-1	11	-0.4	0.7	-8	-1.0
CC(C)C[C@H](NC(=O)[C@H](Cc1ccccc1)n1c(=O)[nH]c2ccccc2c1=O)C(=O)N1CCC(C(=O)O)CC1	1.3	-1	-9	-13	1	-0.4	-0.6	2	0.8
(continued)
SMILES	TcdB inh	CCHF vOTU inh	BoNT-F LC inh	Anthrax LF inh2	PrPC surface inh	PfHsp40 yeast	BoNT A protease	Y pestis TopoI	FadD28 FP inh
CN(CC(=O)Nc1ccc(Cl)c(C(F)(F)F)c1)C(=O)C1CC(=O)N(Cc2ccco2)C1 (stereo not given)	-0.2	10	x	x	2	0.9	x	-3	-6.3
COC(=O)c1ccc(Sc2ccccc2NS(=O)(=O)c2ccc(OC)cc2)nc1	x	-8	-3	16	-1	-0.1	-0.3	4	-0.7
CCCCNC(=O)Cn1cnc2sc(C)c(S(=O)(=O)N3CCN(c4ncccn4)CC3)c2c1=O	-0.1	-2	2	2	4	0.4	0.0	10	0.0
O=C(COc1cc(Cl)ccc1Cl)Nc1nnc(C2CC2)s1	-0.4	-2	4	1	4	-0.9	1.3	0	-1.3
C=CCn1c(SCC(=O)Nc2nc(C)cs2)nnc1C(NC(=O)c1ccccc1)C(C)C (stereo not given)	x	-1	8	-1	0	0.4	0.8	3	-1.0
O=[N+]([O-])c1ccc(S(=O)(=O)N2CCN=C2SCc2ccc(F)cc2)cc1	2.2	-4	11	6	-7	0.2	7.4	9	-3.8
Cc1ccc(C(=O)N2CCN(S(=O)(=O)c3ccc(C(C)C)cc3)CC2)s1	1.1	9	5	1	11	0.3	1.7	42	-0.2
Cc1cc(NCc2ccccc2)nc(N2CCOCC2)n1	x	2	-6	1	-8	-0.1	0.0	0	0.3
CC1CC(C)(C)NC(=S)O1 (stereo not given)	1.0&0.2	-9&-4	-8&-3	6&-3	-11&-1	0.7&-0.8	-9.5&-0.9	10&2	-1.1&-1.1
CCc1cc2c(SCC(=O)N3CCCC3=O)ncnc2s1	-1.2	6	x	x	4	0.1	x	-3	0.2
CC1=C(C(=O)N2CCCCCC2)CC(CC(=O)NCC2CCCCC2)C(=O)N1Cc1ccc(F)cc1 (stereo not given)	-1.9	1	4	6	6	x	0.8	x	x
Cc1cc(C)cc(NS(=O)(=O)c2ccc(NC(=S)Nc3ccccc3)cc2)c1	0.7	-2	-6	-1	5	-0.4	-0.2	-1	-1.6
O=C(CSc1ccccc1)Nc1ccc(C(=O)Nc2ccc(O)cc2)cc1	0.5	10	-5	5	4	-0.4	0.0	4	-1.3
Cc1ccc(S(=O)(=O)N2[C@@H](c3ccc(C#N)cc3)C(C(=O)O)=C[C@H]2CC2CCCC2)cc1	0.1	15	-7	-1	-4	1.9	-0.5	15	0.4
CCOC(=O)c1ccc(NC(=S)NNC(=O)COC)cc1	x	12	1	1	4	-2.4	-0.3	-4	-0.5
CC1CCN(c2ccc(NC(=O)C3CCCN3S(=O)(=O)c3ccc(F)cc3)cc2)CC1 (stereo not given)	-0.1	21	u	-9	-4	-1.3	4.7	22	-1.3
CC(=O)/C(=N\Nc1ccc(Cl)cc1Cl)Sc1cccc2cccnc12	0.2	6	-11	0	13	68*	-2.9	-5	-0.8
COc1cc(C(=O)N/N=C2\CCS(=O)(=O)c3ccc(F)cc32)cc(OC)c1OC	-1.6	11	-8	-2	3	-1.4	0.2	-7	-1.7
CCOc1ccc(CCN2C(=S)N([C@@H](CC(C)C)CN3CCCC3CN3C(=S)NC[C@@H]3Cc3ccc(O)cc3)C[C@@H]2Cc2ccc(O)cc2)cc1 (stereo not given in full)	0.1	19	-2	-4	-15	1.1	-0.3	15	-1.4
O=C(CS(=O)(=O)c1cn(Cc2ccc(F)cc2)c2ccccc12)N1CCCCC1	x	-4	0	9	-5	1.1	-0.6	37	0.0
O=c1[nH]cc(S(=O)(=O)N2CCN(c3ccccc3F)CC2)c(=O)[nH]1	0.4	-2	4	1	-2	x	0.8	6	-0.4
Cc1ccc(S(=O)(=O)N=Nc2c(O)[nH]c3ccccc23)cc1	x	-6	15	0	2	1.0	0.4	-1	-3.3
c1ccc(CN2CCOCCOCCOCCOCC2)cc1	0.4	-7	u	11	-5	-0.2	u	0	-3.7
COc1ccc(CCNC(=O)COC(=O)c2cc(S(=O)(=O)NCc3ccccc3)ccc2O)cc1OC	-2.8	-12	0	4	3	-0.9	-0.1	-2	-16
COc1ccc(C(=O)NNC(=O)CSc2ccccc2)cc1	-0.6	-4	0	-5	4	-0.2	0.0	9	-2.8
Other compounds follow.
SMILES	TcdB inh	CCHF vOTU inh	BoNT-F LC inh	Anthrax LF inh2	PrPC surface inh	PfHsp40 yeast	BoNT A protease	Y pestis TopoI	FadD28 FP inh
Clc1ccc(C2NCCc3[nH]cnc32)cc1 (stereo not given)	1.1	-15	-12	-3	5	1.8	-0.5	-1	-4.9
CCc1nnc(NC(=O)CSc2ncc(-c3ccccc3)n2C)s1	x	-3	13	0	-1	0.1	-2.6	5	0.2
CC(=O)Nc1ccc(NCN2C(=O)[C@@H]3[C@H]4CC[C@H](C4)[C@@H]3C2=O)cc1	x	0	-5	2	2	-0.9	0.4	3	-0.8
CC(C)C(=O)N=C1SC2CS(=O)(=O)CC2N1Cc1ccc(Cl)cc1 (stereo not given)	1.8	0	u	0	-3	-1.2	2.2	13	-0.6
CN(C)CCCNc1nc2cc(-c3cccc(C(F)(F)F)c3)sc2c(=O)n1C	0.6	1	-14	-1	-23	x	0.2	-22	-9.9
Cc1cc(NS(=O)(=O)c2ccc(NC(=O)c3cc(-c4ccccc4Cl)nc4ccccc34)cc2)no1	2.0	17	-4	-4	7	1.4	-1.6	-4	-7.1
COc1ccc(-c2cc3nc(C)cc(NCCO)n3n2)cc1	x	-10	-1	5	2	1.8	1.1	-11	-1.4
COc1ccc(CC(=O)NNC(=O)c2cnccn2)cc1	0.9	3	1	1	-6	-0.5	0.3	1	-0.3
COCC(=O)Nc1ccc2c(c1)[C@@H]1C[C@H](CC(=O)NCc3ccccc3)O[C@@H](CO)[C@@H]1O2	-0.6&-1.3	14	0	-11	5	x	-0.1	0	0.4
CCOC(=O)C(C)Oc1cc(Cl)c(C=O)cc1OC (stereo not given)	1.3	-13	-1	-4	-1	1.4	-1.0	-8	-0.4
O=C(CN1CCN(S(=O)(=O)c2ccc(F)c(F)c2)CC1)Nc1ccccc1C(=O)NC1CC1	1.3	7	-22	-4	-8	0.4	-0.3	6	-2.9
COCCN(C(=O)C1CCC1)c1c(N)n(CC(C)C)c(=O)[nH]c1=O	0.9	-3	-12	-3	0	1.0	0.0	8	-0.6

Structures listed so far with a cyano group, in the order listed:
SMILES	TcdB inh	CCHF vOTU inh	BoNT-F LC inh	Anthrax LF inh2	PrPC surface inh	PfHsp40 yeast	BoNT A protease	Y pestis TopoI	FadD28 FP inh
N#Cc1c(NC(=O)c2ccc(Cn3cc(Br)cn3)o2)sc2c1CCCCCC2	x	0	12	0	6	-1.0	3.0	31	2.0
Cc1ccc(S(=O)(=O)N2[C@@H](c3ccc(C#N)cc3)C(C(=O)O)=C[C@H]2CC2CCCC2)cc1	0.1	15	-7	-1	-4	1.9	-0.5	15	0.4

Looked up by compound from above, three records:
SMILES	TcdB inh	CCHF vOTU inh	BoNT-F LC inh	Anthrax LF inh2	PrPC surface inh	PfHsp40 yeast	BoNT A protease	Y pestis TopoI	FadD28 FP inh
Clc1ccc(C2NCCc3[nH]cnc32)cc1 (stereo not given)	1.1	-15	-12	-3	5	1.8	-0.5	-1	-4.9
Cc1ccc(S(=O)(=O)N=Nc2c(O)[nH]c3ccccc23)cc1	x	-6	15	0	2	1.0	0.4	-1	-3.3
CCNC(=O)CSc1nnc(-c2ccccc2Br)n1-c1cccc(C(F)(F)F)c1	5.7	15	3	-1	-4	0.2	0.6	7	-3.9
